Screening data: PubChem, several laboratories
West Nile antiviral: inhibition of WNV-induced cytopathic effect – cell-based, CPE readout (AID 1621); actives 0.02% (n = 290,000); West Nile virus-infected cells, CPE inhibition; higher % means a stronger effect; one-dose CPE inhibition, % at 10 µM; IC50 in µM for titrated hits; in the data active = a potency from the dose series; inconclusive = CPE inhibition mostly from about 3.7% at the one dose, without a potency; inactive = the rest, 99 in 100 with CPE inhibition below about 2.2%; also: strong numbers were not always called active
CSM14.1 death rescue: rescue of cells from ER stress-induced death, primary screen, 384-well, CSM14.1, thapsigargin, ATP luminescence (AID 1222). one-dose cellular ATP content (survival), % at 20 µM; EC50 in µM for titrated hits. CSM14.1 thapsigargin-induced death rescue, ATP luminescence; higher % means a stronger effect. 190,000 tested, under 10 active;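 active = EC50 below 50 µM in the dose-response confirmation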;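 also: death triggered by thapsigargin at about 15 µM added after 2 h compound pretreatment; cell ATP read after overnight thapsigargin exposure of roughly 18 to 22 hours; normalized against plate controls of thapsigargin alone and 5% DMSO vehicle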
WT yeast gro inh: growth inhibition of WT yeast, mitochondrial fusion screen; mitochondrial fusion phenotypic screen, WT strain; inhibition, % at 10 µM; actives 2.1% (n = 190,000); in the data active = inhibition above about 58%; tested in S. cerevisiae
Yfh1-depleted yeast: mitochondrial function rescue without frataxin homolog – Friedreich's ataxia, plus single-dose screen, dose response (AID 1465) | one-dose fold induction at 50 µM; EC50 in µM for titrated hits | S. cerevisiae Yfh1-off respiration, WST-1 reduction, 72 h; higher fold induction means a stronger effect | actives 0.074% (n = 220,000);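 active = fold induction of absorbance versus untreated yeast above a set limit, then at least 30% activation at any dose in follow-up; inconclusive = repeats straddling the limit, or above it without dose testing; inactive = fold induction below the set limit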;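 also: activators that raise dye reduction in frataxin-depleted yeast; strong numbers were not always called active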
K1F lysis inhibition: inhibition of K1F phage lysis, E. coli UTI89, bacterial capsule biogenesis inhibitors, alamar blue (AID 488966). E. coli UTI89 K1F phage lysis, alamar blue, 2 h; higher % means a stronger effect. actives 0.02% (n = 340,000). one-dose inhibition, % at 100 µM; IC50 in µM for titrated hits;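 active = phage lysis inhibition, versus mean bacterial control, above a set limit; inconclusive = no clear call, values can overlap the other calls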;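 also: capsule biogenesis inhibitors block K1F phage lysis so surviving cells raise fluorescence; higher fluorescence means more inhibition of phage lysis; actives were called in the ten point dose series up to 300 µM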
NS5 inhibitors: Dengue-2 NS5 methyltransferase inhibitors, primary screen, biochemical, confirmation dose response (AID 588689); Dengue-2 NS5 methyltransferase capping enzyme assay, biochemical; higher % means a stronger effect; one-dose inhibition, % at 25 µM; IC50 in µM for titrated hits; actives 0.3% (n = 340,000); in the data active = a potency from the dose series; inconclusive = inhibition above about 29% without an active follow-up result
RSV antiviral HEp-2: inhibition of RSV-induced cytopathic effect – HEp-2 cells, primary 10 µM value included (AID 2391); actives 0.13% (n = 310,000); CPE inhibition, % at 10 µM; hits with a dose series show IC50 in µM; HEp-2 cells, RSV-induced CPE inhibition; higher % means a stronger effect; in the data active = a potency from the dose series; inconclusive = CPE inhibition mostly from about 23% at the one dose, without a potency; inactive = the rest, 99 in 100 with CPE inhibition below about 21%; also: strong numbers were not always called active
XIAP antagonists: small molecules displacing peptide from XIAP – biochemical, IAP family, fluorescence polarization (AID 1018). XIAP BIR domain, fluorescence polarization peptide displacement; higher % means a stronger effect. displacement, % at 20 µM, or IC50 in µM where a hit was titrated. actives 0.007% (n = 200,000); in the data active = displacement above about 50%; also: a part of the inactive calls stands beside numbers as strong as those of hits
SV40 large T antigen: SV40 large T antigen inhibitors, biochemical (AID 1903). SV40 large T antigen ATPase/helicase inhibition assay; higher % means a stronger effect. inhibition, % at 20 µM, or IC50 in µM where a hit was titrated. actives 0.39% (n = 310,000); in the data active = a potency from the dose series; inconclusive = inhibition mostly from about 32% at the one dose, without a potency; inactive = the rest, 99 in 100 with inhibition below about 32%; also: strong numbers were not always called active
WT yeast gro inh mutant strain: recorded beside WT yeast gro inh, whose call it bears; inhibition, %; mitochondrial fusion phenotypic screen, mutant strain inhibition
* hit, by the source's call; i = inactive; ? = inconclusive; . = no result given; [ ] = dose if it differs, or a comment.

cpd	SMILES	West Nile antiviral	CSM14.1 death rescue	WT yeast gro inh	WT yeast gro inh mutant strain	Yfh1-depleted yeast	K1F lysis inhibition	NS5 inhibitors	RSV antiviral HEp-2	XIAP antagonists	SV40 large T antigen
1	CCOc1cc(/C=N/Nc2nncc(-c3ccccc3)n2)ccc1O	-0.2%	-0.6%	18	-28	i	0.3%	0%	-0.8%	-1.2%	8%
2	O=C1NCCN1C(=O)c1ccccc1F	0.3%	0.7%	-14	-9	i	0.1%	0%	0.2%	-5.5%	0%
3	O=C(/C=C/c1ccc(Cl)c([N+](=O)[O-])c1)Nc1cccc(NC(=O)c2ccco2)c1	-0.5%	-3.0%	28	12	i	0.2%	-7%	44%	-0.3%	9%
4	O=C(Nc1cccc(-c2ccccc2)c1)N1CCN(C(=O)Nc2cccc(-c3ccccc3)c2)CC1	-0.6%	.	.	.	i	0.3%	-1%	-1.0%	.	6%
5	CCC(=O)Nc1ccc(C(=O)NNC(=O)c2cccs2)cc1	.	-0.7%	-5	-6	i	0.8%	-5%	0.9%	-6.1%	4%
6	COC(=O)CSc1nc2ccccc2o1	0.9%	0.9%	0	-3	i	3.1%	-1%	2.2%	-3.8%	13%
7	COc1ccc(C(C[N+](=O)[O-])C2(c3ccc(OC)c(OC)c3)C(=O)c3ccccc3C2=O)cc1 (stereo unspecified)	0.4%	-5.1%	23	27	i	0.9%	-7%	-2.2%	-6.9%	11%
8	COc1ccc(N2C3=[N+](CCCC3)CC2(C)O)cc1 (stereo unspecified)	0.4%	1.1%	-3	13	i	0.3%	-3%	-0.1%	-4.7%	2%
9	Cc1ccc(S(=O)(=O)Cn2nnnc2C(c2ccc(F)cc2)N2CCC(C(N)=O)CC2)cc1 (stereo unspecified)	0.2%	4.2%	3	-9	i	0.7%	-2%	3.3%	-9.4%	6%
10	COc1ccc(CNCc2ccccc2C(F)(F)F)cc1	-0.7%	.	.	.	.	0.4%	-6%	1.4%	.	11%
11	Cc1nc2ccc(NS(=O)(=O)c3c(C)c(C)cc(C)c3C)cc2s1	-0.5%	0.1%	15	0	i	2.3%	-6%	2.7%	-1.6%	8%
12	C=CCn1c(SCC(=O)Nc2cccc(OC)c2)nnc1-c1cccnc1	-0.3%	.	11	4	i	-5.6%	-7%	-0.4%	-5.5%	2%
13	O=C(Cn1c2ccccc2c(=O)c2ccccc21)N/N=C/c1ccc(N2CCCC2)c([N+](=O)[O-])c1	-0.3%	1.9%	13	-5	i	2.2%[50 µM]	0%	-1.5%	-6.2%	13%
14	CCN(CC)C(=O)c1cccc(C)c1	.	.	.	.	.	3.3%	-4%	1.5%	.	13%
15	Cc1ccc(OC(=O)c2ccc3snnc3c2)cc1	-0.4%	1.8%	-2	-4	i	2.7%	-2%	0.2%	-3.9%	13%
16	CC(C)CC(NC(=O)c1ccc(Cl)cc1)C(=O)OCc1cc([N+](=O)[O-])cc2c1OCOC2 (stereo unspecified)	0.0%	1.0%	7	-15	i	5.4%	-1%	2.0%	0.5%	8%
17	COc1ccc(N(C)C(=O)c2oc(=O)c3ccccc3c2-c2ccc(C)cc2)c(OC)c1	-0.4%	.	.	.	i	0.4%	-5%	6.2%	.	14%
18	O=[N+]([O-])c1cccnc1Sc1ccc(Br)cc1	.	.	.	.	.	-0.1%	5%	0.4%	.	24%
19	CCOC(=O)C(C(=O)OCC)N(C#N)c1nc(N(C)C)nc(N(C)C)n1	0.7%	-0.6%	-8	2	i	-0.1%	-4%	2.6%	-11%	7%
20	Cc1c(C(=O)OCC(=O)Nc2c(C)n(C)n(-c3ccccc3)c2=O)cccc1[N+](=O)[O-]	-0.3%	-1.5%	17	2	i	-0.9%	-9%	1.8%	-0.3%	4%
21	CCOc1ccc(NC(=O)c2ccc(NC(=S)NC3CC3)cc2)cc1	-0.9%	-1.0%	-16	9	i	0.2%	-4%	1.2%	-14%	10%
22	Cc1ccc(CN2CCNC(=O)C2CC(=O)N(Cc2c(C)nn(C)c2C)C2CC2)o1 (stereo unspecified)	-0.1%	-1.3%	-7	-3	i	1.1%	-1%	-1.9%	-6.1%	5%
23	COc1ccc(C(=O)NCC(=O)N/N=C/C(C)=C/c2ccccc2)cc1OC	-0.6%	-3.1%	-10	-7	i	4.6%	-4%	2.4%	0.4%	6%
24	COc1ccc(S(=O)(=O)NC2CC3CCC2C3)cc1Cl (stereo unspecified)	-0.2%	-1.6%	6	2	i	7.0%	-12%	4.4%	-3.8%	1%
25	Cc1nc(-c2ccccc2)sc1-c1ccnn1C	-0.2%	.	19	12	i	0.4%	3%	1.8%	-1.2%	24%
26	CC1CCC(C(C)C)C(OP(=O)(c2ccc(N(C)C)cc2)C(O)c2cccnc2)C1 (stereo unspecified)	-1.7%	-3.6%	14	-5	i	.	.	0.8%	-8.3%	5%
27	O=C(N/N=C(\CC(=O)c1cccs1)C(F)(F)F)c1ccncc1	-0.1%	.	.	.	i	.	.	?	.	?
28	COC(=O)c1cc(-c2cc(OC)ccc2OC)nc2c1c(=O)n(C)c(=O)n2Cc1ccccc1	-0.4%	.	.	.	.	-0.1%	18%	1.1%	.	0%
29	Cc1cccc(OCc2nnc(SCC(=O)Nc3cc(C)on3)n2C)c1	-0.3%	1.3%	-9	-8	i	5.4%	-2%	0.1%	-22%	22%
30	Clc1cccc(N2CCN(c3ncnc4nc[nH]c34)CC2)c1	-0.3%	.	.	.	i	-0.4%[50 µM]	-1%	8.2%	.	8%
31	Cc1nn(CC(=O)NCc2cc3ccccc3[nH]2)c(C)c1[N+](=O)[O-]	-0.9%	-4.6%	-4	-7	i	2.4%	-12%	0.4%	-7.5%	2%
32	Cn1c(=O)c(C(=O)CCl)c(N)n(CC2CC2)c1=O	-0.5%	-1.8%	14	-3	i	0.2%	3%	-0.7%	-6.5%	4%
33	CCOc1ccc(NC(=S)N(CCc2ccncc2)C(C)C)cc1	0.0%	-6.3%	7	22	i	0.0%	-5%	5.7%	-2.7%	6%
34	CN(C)CCCNC(=O)c1cc2sc3ccccc3c2s1	21µM*	-3.4%	15	7	i	0.2%	0%	2.2%	-3.1%	6%
35	Cc1cc(NC(=O)CCSc2ccccc2)ccc1Br	-0.4%	-0.9%	34	-14	i	1.0%	-1%	10%	-1.9%	1%
36	Cc1cc(=O)c2cc(Br)ccc2[nH]1	1.3%	2.0%	-9	-17	i	-1.0%	-1%	6.2%	-4.4%	5%
37	CS(=O)(=O)Cc1cccc(C(=O)NN(c2ccccc2)c2ccccc2)c1	-0.6%	.	.	.	.	0.0%	-2%	0.9%	.	7%
38	Cc1nnc(NCCc2ccccc2)[nH]c1=O	-0.4%	0.0%	-12	-1	i	0.7%	-4%	1.9%	-2.2%	2%
39	CCN(CC)C(=O)C1=C(C)Nc2nnnn2C1c1cccnc1 (stereo unspecified)	0.6%	-0.8%	3	-54	i	1.6%	-3%	2.5%	-2.6%	5%
40	CCCCn1c(N)c(N(CCC(C)C)C(=O)c2ccc(N3CCCC3=O)cc2)c(=O)[nH]c1=O	.	.	.	.	.	1.3%[50 µM]	7%	0.8%	.	10%
41	Cc1nn(CC(=O)NCCc2ccc(Cl)cc2Cl)c(C)c1[N+](=O)[O-]	-1.3%	0.0%	22	4	i	0.1%	-7%	0.8%	-10%	1%
42	COC(=O)C1=C(C)NC(=S)NC1c1ccc(OCC(=O)N2CCCCC2)c(OC)c1 (stereo unspecified)	-0.1%	.	.	.	.	-0.2%	-7%	1.5%	.	12%
43	CCCCn1c(N)c(N(CC(C)C)C(=O)CCCSc2nncs2)c(=O)[nH]c1=O	0.3%	-0.2%	2	3	i	0.3%	-11%	4.0%	-7.9%	3%
44	O=C(CCCNC(=O)c1ccc(Cl)cc1)Nc1ccc(S(=O)(=O)Nc2ncccn2)cc1	0.1%	.	.	.	i	0.5%	-1%	0.3%	.	12%
45	CC(C)Cc1nnc(NC(=O)CCC(=O)NCc2ccccc2Cl)s1	0.1%	.	.	.	.	0.3%	1%	3.3%	.	-6%
46	Cc1ccc(-c2nn(-c3ccc(F)cc3)cc2C(=O)NCC(c2cccs2)N2CCOCC2)cc1 (stereo unspecified)	.	.	.	.	.	0.9%[50 µM]	-5%	0.4%	.	5%
47	CCO[C@H]1OC(C(=O)NCc2nc3ccccc3[nH]2)=C[C@@H](C2CCCCC2)[C@@H]1CCCO	0.2%	0.5%	-24	-10	i	5.2%	1%	-2.6%	-1.9%	9%
48	CC(C)(C)NC(=O)C1CCN(S(=O)(=O)c2ccc(Br)cc2)CC1	0.2%	-0.7%	14	24	i	0.0%	-6%	0.6%	-6.3%	7%
49	O=C(Nc1ccc([N+](=O)[O-])cc1)C1(c2ccccc2)CCOCC1	-0.5%	2.8%	15	20	i	0.5%	-5%	1.7%	-4.4%	12%
50	CCC(=O)NNC(=O)CSc1nnc(-c2ccccc2)c(-c2ccccc2)n1	-0.8%	.	.	.	.	-0.4%	-1%	0.2%	.	18%

Further structures:
cpd	SMILES	West Nile antiviral	CSM14.1 death rescue	WT yeast gro inh	WT yeast gro inh mutant strain	Yfh1-depleted yeast	K1F lysis inhibition	NS5 inhibitors	RSV antiviral HEp-2	XIAP antagonists	SV40 large T antigen
51	CCOc1ccc(NC(=O)CN(C)C(=O)c2ccc(N3CCCC3)c([N+](=O)[O-])c2)cc1OCC	.	.	.	.	.	0.4%[50 µM]	-1%	-1.8%	.	2%
52	COc1cccc(NC(=S)N(CCCN2CCCC2)Cc2cccn2Cc2ccc(Cl)cc2)c1	-1.2%	-0.5%	59*	20*	i	0.3%	-2%	5.2%	-0.9%	8%
53	CN(c1ccccc1N(C)S(=O)(=O)c1ccccc1)S(=O)(=O)c1ccccc1	-0.3%	.	.	.	.	0.9%	6%	1.0%	.	3%
54	COc1ccc(S(=O)(=O)NC2(C(F)(F)F)N=C3SCCN3C2=O)cc1 (stereo unspecified)	0.5%	-1.8%	33	41	i	1.7%	9%	1.3%	-4.1%	10%
55	COc1ccc(CCNC(=O)CCC(=O)n2ncc3cc(C)ccc32)cc1OC	-0.1%	.	.	.	.	5.6%	-1%	0.9%	.	6%
56	Cc1ccc(S(=O)(=O)c2ccc(Cl)cc2)cc1S(=O)(=O)NC(C(=O)O)C(C)C (stereo unspecified)	0.2%	0.8%	-8	-14	i	-0.4%	-1%	2.2%	1.6%	2%
57	Cc1ccc(S(=O)(=O)/N=C2/NC(=O)/C(=C/c3ccccc3)S2)cc1	0.3%	-0.7%	-37	0	i	-1.9%	17%	15%	-7.5%	16%
58	CN(C)CC(C)(C)CNCc1cc(=O)oc2ccc3ccccc3c12	-0.7%	.	.	.	.	0.4%	-2%	1.0%	.	4%
59	CCCC(=O)NC(=S)Nc1cccc(NC(=O)c2ccccc2Cl)c1	-0.7%	-0.4%	7	-1	i	4.2%	-12%	9.5%	-9.2%	5%
60	Cc1ccc(CS(=O)(=O)Cc2ccc(C(=O)NCCCN3CCOCC3)o2)cc1	-0.5%	0.8%	11	8	i	2.5%	0%	-1.4%	-5.4%	3%

Rows were taken by chance; about 2.2% have a hit in one of these screens.
